Screening data: PubChem BioAssay, several laboratories
hcDAF-12 act: H. contortus DAF-12 activation, primary screen | hit rate 1.4% among 370,000 | activation, % at 6.8 µM | HEK293 hcDAF-12 lit1-tk-luc reporter, luminescence; 0% DMSO, 100% Δ7-dafachronic acid;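 active = activation above the mean of all tested compounds plus 3 SD, cut at about 5.5% in these data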;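 note: 100% = response to 3 µM Δ7-dafachronic acid high control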
PLCb3 inh: PLC-beta3 (human) inhibition, primary screen; AID 720704; inhibition, % at 12.2 µM; Q01970; Purified PLC-beta3, fluorogenic substrate, fluorescence; hit rate 0.18% among 370,000; in the data active = inhibition above about 11%;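 note: 0% = median of compound wells on plate and 100% = full blocker control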
Rev-erbA mod: modulates human Rev-erb alpha binding to DNA; P20393; Rev-erbα–FITC-DNA binding, fluorescence polarization, 90 min; activity, % at 10 µM; AID 1259318; hit rate 0.79% among 370,000;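 active = activity above about 14%, limit read from the data; passing the limit was not always enough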;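 note: 0% = DMSO wells with 35 nM protein and 100% = DMSO wells with 750 nM protein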
ADAM17 inh: inhibits human ADAM17. inhibition, % at 6.95 µM. recombinant ADAM17, EDANS/DABCYL FRET peptide cleavage. hit rate 0.83% among 370,000. AID 720648;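 active = inhibition above the mean of compounds lying between control limits plus 3 SD, set per campaign, cut at about 8.5% in these data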;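 note: 0% = DMSO-only wells as the low control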
hgDAF12 agonist: agonists of H. glycines DAF-12 nuclear receptor; HEK293 GAL4-hgDAF12 UAS-luciferase reporter, agonist luminescence; normalized to butyrate control; activation, % at 6.8 µM; hit rate 1.8% among 370,000;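 active = activation above a cutoff set at the mean of all screened compounds plus 3 SD, cut at about 10% in these data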;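 note: 0% = DMSO wells and 100% = sodium butyrate wells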
DAX1 inh-1: DAX1 (NR0B1) inhibition, primary screen. HEK293T StAR-luciferase reporter, SF-1/DAX-1 repression relief. inhibition, % at 6.8 µM. hit rate 1.1% among 370,000. AID 652010;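 active = inhibition above the mean over all tested compounds plus 3 SD, cut at about 3.6% in these data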;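 note: 0% = DAX-1 cells with DMSO and 100% = cells lacking DAX-1 with DMSO; higher inhibition means more luminescence from relief of DAX-1 repression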
PLCg1 inh: PLC-gamma1 (human) inhibition, primary screen. P19174. purified PLC-gamma1, fluorogenic substrate, fluorescence. inhibition, % at 12.2 µM. hit rate 0.84% among 370,000; in the data active = inhibition above about 9.5%
ssDAF-12 act: activates DAF-12 receptor from parasite S. stercoralis | activation, % at 6.8 µM | hit rate 1% among 370,000 | HEK293 ssDAF-12/GRIP1 lit1-tk-luc reporter, luminescence; % of 3 µM dafachronic acid response;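 active = activation above the mean over all tested compounds plus 3 SD, cut at about 0.9% in these data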;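 note: 0% = DMSO-only wells and 100% = 3 µM delta7-dafachronic acid wells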
SMARCA2 act: activators of SMARCA2 function; activation, % at 9.1 µM; hit rate 1% among 370,000; AID 652017; MG213 cells, MMTV-luciferase reporter, dexamethasone, overnight; in the data active = activation above about 7.8%;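 note: 0% = vehicle wells and 100% = reference activator wells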
DAX1 inh-2: NR0B1 (DAX1) inhibition; HEK293 Gal4-DAX1 luciferase reporter, luminescence; hit rate 0.99% among 340,000; P51843; AID 504766; inhibition, % at 6.75 µM;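 active = inhibition above the mean over all tested compounds plus 3 SD, cut at about 4.2% in these data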;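 note: 0% = DAX1-transfected cells with DMSO and 100% = empty-vector control cells with DMSO; inhibition shows as a rise in luminescence from relieved DAX1 repression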
Target sequence (P51843 207-470 limits assumed): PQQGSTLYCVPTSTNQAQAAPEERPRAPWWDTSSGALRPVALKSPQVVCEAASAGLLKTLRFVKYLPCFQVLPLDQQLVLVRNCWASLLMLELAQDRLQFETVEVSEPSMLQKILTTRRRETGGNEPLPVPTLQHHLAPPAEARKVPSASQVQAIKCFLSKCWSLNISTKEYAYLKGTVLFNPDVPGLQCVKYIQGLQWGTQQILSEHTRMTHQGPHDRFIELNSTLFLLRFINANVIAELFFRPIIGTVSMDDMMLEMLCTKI
MBD2 DNA inh: MBD2-methylated oligo binding inhibition; TR-FRET, MBD2 binding to methylated oligonucleotide; inhibition, % at 4.4 µM; hit rate 0.31% among 370,000; AID 686964; in the data active = inhibition above about 13%
Target sequence (Q9UBB5 whole entry, looked up): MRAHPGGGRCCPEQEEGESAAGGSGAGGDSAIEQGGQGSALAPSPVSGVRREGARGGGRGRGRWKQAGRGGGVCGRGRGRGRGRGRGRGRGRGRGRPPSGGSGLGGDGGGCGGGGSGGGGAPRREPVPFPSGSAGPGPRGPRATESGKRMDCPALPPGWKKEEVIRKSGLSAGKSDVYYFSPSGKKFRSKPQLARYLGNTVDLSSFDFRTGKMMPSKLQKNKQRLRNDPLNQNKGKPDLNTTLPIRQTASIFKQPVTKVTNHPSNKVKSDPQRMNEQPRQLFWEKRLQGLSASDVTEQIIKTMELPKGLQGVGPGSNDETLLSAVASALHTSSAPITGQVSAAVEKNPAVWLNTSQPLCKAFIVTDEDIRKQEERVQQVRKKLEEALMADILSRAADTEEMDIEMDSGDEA
* = called active by the depositor; . = not tested or not shown.

Structure	SMARCA2 act	MBD2 DNA inh	PLCb3 inh	DAX1 inh-1	ssDAF-12 act	DAX1 inh-2	hcDAF-12 act	hgDAF12 agonist	PLCg1 inh	ADAM17 inh	Rev-erbA mod
CCOC(=O)c1cc(-c2ccccc2)sc1NC(=O)C(C)OC(=O)c1ccncc1 (stereo not drawn)	-2.2	1.8	2.1	-0.2	-1.3	-1.4	-0.8	-1.0	-0.8	-0.5	2.9
Cc1ccc(-c2csc3nnc(SCC(=O)NCc4ccc5c(c4)OCO5)n23)cc1	-3.6	-0.1	1.2	-1.1	-1.4	-0.1	-1.8	-2.8	0.8	-3.9	-3.4
COc1cc(N2CCCC2)c(OC)cc1C=O	-3.3	2.2	-10.0	-1.0	-0.3	0.2	-2.1	0.2	-10.4	-3.8	-7.8
Cc1ccc(C)c(NC(=O)CN(C)C(=O)c2ccncc2)c1	2.2	1.3	-5.4	0.3	-0.7	-0.8	0.7	0.4	3.6	2.0	-0.2
NC1=NOC(=O)C1C1CCCCC1 (stereo not drawn)	-3.4	-2.2	1.1	-0.2	-1.3	-0.9	1.9	2.5	1.0	-5.3	-1.0
COc1cc2c(cc1OC)C1=NC(=O)CN1C(SCc1ccc(C)cc1)=N2	0.0	-4.9	-19.4	-0.7	-1.3	-1.4	-1.3	0.4	-15.0	-10.2	3.1
O=C1COc2ccc(C(=O)NCc3ccc4c(c3)OCO4)cc2N1	-1.1	0.8	4.5	0.5	-0.9	0.3	0.1	1.3	2.9	-3.5	2.0
NS(=O)(=O)c1cc(C(=O)NCCOc2ccccc2)c(Cl)cc1Cl	-0.5	-1.1	0.7	0.1	-2.0	-0.6	-3.0	-5.7	1.5	-1.2	4.5
CC(C)CCn1nnnc1C(c1ccccc1F)N1CCC(C(N)=O)CC1 (stereo not drawn)	-3.0	0.8	0.6	-0.6	-1.2	-1.1	-0.6	0.2	2.2	-0.3	-0.1
NC(=O)c1cc(S(=O)(=O)NCCc2ccc(Cl)cc2)cs1	-5.2	-3.0	-6.2	0.0	-0.8	-0.2	0.2	-1.6	12.0*	8.1	-3.4
O=C(CCN1CCOCC1)NNC(=O)Nc1cccc(C(F)(F)F)c1	-1.8	1.4	-0.6	0.8	-1.1	1.7	-1.3	2.4	-0.9	-0.1	-6.2
O=c1oc2ccccc2n1Cc1cccc(F)c1	-0.5	5.6	-3.5	-0.1	-0.8	2.7	-1.3	1.5	-1.6	4.0	17.4
CCCc1ccc(C(O)c2ncc(-c3ccccc3C)[nH]2)cc1 (stereo not drawn)	1.9	1.9	-5.6	-0.2	-1.1	.	-1.2	-2.7	-0.5	0.4	-0.6
CN(C)C(/C=C/Nc1ccc(Br)cc1)=C(C#N)C#N	3.6	2.1	4.2	-0.1	0.6	0.9	4.2	4.8	0.2	2.0	4.3
O=C1CCCN1c1ccc(S(=O)(=O)Oc2cccc(Cl)c2)cc1[N+](=O)[O-]	-1.1	3.9	3.2	-0.9	-1.3	0.5	-2.4	3.4	9.6*	9.7*	1.4
CCN1CC(CN(C)Cc2nc(-c3cccs3)no2)CC1=O (stereo not drawn)	1.1	-0.3	1.6	-0.6	-1.2	-0.4	0.2	0.4	-0.6	-0.6	1.6
N#CCCN(Cc1ccccc1)C(=S)NC(=O)c1ccccc1	-3.7	4.0	-5.0	-0.7	-1.1	0.0	0.7	1.1	1.6	-3.6	-2.9
Cc1ccc(/C=N/Nc2cccc3cccnc23)c(O)c1	3.1	3.5	-9.8	1.8	0.6	0.1	7.5*	6.9	-10.0	-6.8	-0.8
COc1ccc(N2CCN(C(=O)Nc3ccc(S(=O)(=O)N(C)C)cc3)CC2)cc1	-2.3	0.4	6.6	-0.6	-1.4	-2.1	-1.4	-1.1	9.2	3.6	-3.0
CCOc1ccc(NC(=O)CSc2nnc(-c3cc(C)[nH]n3)n2N)cc1	-3.3	4.1	-3.8	-4.5	-1.2	0.1	-0.2	0.9	0.9	-1.7	-3.1

Continued.
Structure	SMARCA2 act	MBD2 DNA inh	PLCb3 inh	DAX1 inh-1	ssDAF-12 act	DAX1 inh-2	hcDAF-12 act	hgDAF12 agonist	PLCg1 inh	ADAM17 inh	Rev-erbA mod
C=CCn1c(=O)c(C(=O)Nc2ccc(C)cc2)c(O)c2ccccc21	-3.6	6.9	-14.1	0.4	1.0*	0.2	2.0	4.1	-0.6	-3.2	-6.8
COc1cc(/C=N\NC(=O)C(C)(C)O)ccc1OC/C=C/c1ccccc1	1.2	4.2	-31.4	-0.6	-0.3	0.5	-3.1	3.0	-28.2	-8.6	-3.1
CC(C)c1ccc2c(c1)C(c1cccs1)=NNC(c1ccncc1)=N2	0.8	-3.2	-4.1	0.5	-0.6	-2.7	1.2	1.1	0.7	1.7	-0.6
CC1(c2ccccc2Cl)NC(=O)N(CC(=O)N2c3ccccc3NC(=O)C2(C)C)C1=O (stereo not drawn)	-2.1	1.5	-3.5	0.3	-1.5	1.0	-0.5	1.3	2.8	-1.4	-0.3
Cc1ccc(C)c(N(CC(=O)NC2CCCC2)C(=O)CCC(=O)Nc2cc(C)on2)c1	2.9	0.0	0.3	0.1	-1.3	2.1	-0.1	-0.1	3.7	-0.3	-2.7

4 entries drawn at random from the list so far, as already listed:
Structure	SMARCA2 act	MBD2 DNA inh	PLCb3 inh	DAX1 inh-1	ssDAF-12 act	DAX1 inh-2	hcDAF-12 act	hgDAF12 agonist	PLCg1 inh	ADAM17 inh	Rev-erbA mod
Cc1ccc(C)c(N(CC(=O)NC2CCCC2)C(=O)CCC(=O)Nc2cc(C)on2)c1	2.9	0.0	0.3	0.1	-1.3	2.1	-0.1	-0.1	3.7	-0.3	-2.7
CC(C)c1ccc2c(c1)C(c1cccs1)=NNC(c1ccncc1)=N2	0.8	-3.2	-4.1	0.5	-0.6	-2.7	1.2	1.1	0.7	1.7	-0.6
CC1(c2ccccc2Cl)NC(=O)N(CC(=O)N2c3ccccc3NC(=O)C2(C)C)C1=O (stereo not drawn)	-2.1	1.5	-3.5	0.3	-1.5	1.0	-0.5	1.3	2.8	-1.4	-0.3
COc1cc(/C=N\NC(=O)C(C)(C)O)ccc1OC/C=C/c1ccccc1	1.2	4.2	-31.4	-0.6	-0.3	0.5	-3.1	3.0	-28.2	-8.6	-3.1
